PMI act satM6P: increases human PMI activity with near-saturating mannose 6-phosphate; P34949; coupled PMI enzyme assay, resazurin fluorescence, 20 min; stronger effect = higher value; 1 = untreated enzyme, 0 = substrate-free blank; activation factor at 20 µM; 190,000 tested, 0.34% active;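 active = activation factor of 2 or more at 20 µM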
Target sequence (P34949 whole entry, looked up): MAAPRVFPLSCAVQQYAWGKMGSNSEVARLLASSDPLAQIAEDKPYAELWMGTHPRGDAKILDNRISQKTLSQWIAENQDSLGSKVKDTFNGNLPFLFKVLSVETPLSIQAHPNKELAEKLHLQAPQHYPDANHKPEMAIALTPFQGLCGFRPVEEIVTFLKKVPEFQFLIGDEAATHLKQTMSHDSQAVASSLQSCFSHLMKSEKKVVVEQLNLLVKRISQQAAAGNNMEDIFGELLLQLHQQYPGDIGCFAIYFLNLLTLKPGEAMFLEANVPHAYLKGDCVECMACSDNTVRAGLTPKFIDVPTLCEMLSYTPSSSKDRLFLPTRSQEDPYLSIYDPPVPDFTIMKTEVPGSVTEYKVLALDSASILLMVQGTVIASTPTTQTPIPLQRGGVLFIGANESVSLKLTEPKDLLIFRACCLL
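Test system – human PMI in coupled enzyme assay · Timing – 20 min incubation at room temperature · Detection – Diaphorase-driven resazurin-to-resorufin fluorescence, excitation 544, emission 590 nm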
bIAP act: increases bovine intestinal alkaline phosphatase activity. purified bovine IAP, CDP-star luminescence, 30 min; stronger effect = higher value; fold of DMSO-control signal, blank-subtracted. activation factor at 20 µM. 200,000 tested, 0.17% active;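 active = activation factor of 2 or more at 20 µM, a signal rise over negative controls twice the positive control's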
Diaphorase inh: counter-screen for diaphorase-based assays: diaphorase inhibitors and chemical oxidizers; diaphorase resazurin-to-resorufin fluorescence, NADH, 16 min; bacterial (C. kluyveri) enzyme, not human; inhibition, % at 20 µM; 190,000 tested, 0.69% active;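 active = primary screen inhibition at 20 µM above a set limit, cut at about 50% in these data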;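 note: plate controls were DMSO with full reaction for no effect and wells lacking NADH for full effect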
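controls = No-NADH positive control and DMSO neutral control | system = Clostridium kluyveri diaphorase enzyme | timing = reaction incubation of 16 min at room temperature | signal = resorufin fluorescence 544/590 nm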
TNAP inh noacc: TNAP (human) inhibition, acceptor-free conditions; P05186; purified TNAP, CDP-star luminescence, 30 min; inhibition, % at 20 µM; 200,000 tested, 0.26% active; AID 1012;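 active = tissue-nonspecific alkaline phosphatase inhibition above about 50% at 20 µM in the single-dose screen, limit read from the data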;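 note: 0% = DMSO negative control and 100% = EDTA positive control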
Target sequence (P05186 whole entry, looked up): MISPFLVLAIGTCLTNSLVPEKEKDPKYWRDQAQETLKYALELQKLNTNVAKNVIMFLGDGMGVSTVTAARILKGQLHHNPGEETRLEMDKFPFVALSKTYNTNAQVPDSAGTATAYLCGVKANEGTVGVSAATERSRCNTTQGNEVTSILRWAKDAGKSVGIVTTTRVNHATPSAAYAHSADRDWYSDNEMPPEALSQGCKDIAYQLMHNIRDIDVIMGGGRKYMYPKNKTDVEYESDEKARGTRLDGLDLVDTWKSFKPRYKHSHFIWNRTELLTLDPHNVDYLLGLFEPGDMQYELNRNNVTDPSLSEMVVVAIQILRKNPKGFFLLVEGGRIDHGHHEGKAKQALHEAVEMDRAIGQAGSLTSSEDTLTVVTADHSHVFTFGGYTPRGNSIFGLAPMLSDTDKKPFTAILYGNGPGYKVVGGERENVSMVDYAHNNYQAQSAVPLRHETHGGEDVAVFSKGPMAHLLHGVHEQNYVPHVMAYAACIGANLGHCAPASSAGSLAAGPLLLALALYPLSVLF
Diaph act CS: activates diaphorase or chemically reduces, flagging diaphorase assay artifacts | Diaphorase/resazurin coupled assay, resorufin fluorescence, 16 min; stronger effect = higher value; 1 = vehicle wells, 0 = NADH-free wells | activation factor at 20 µM | 190,000 tested, 0.005% active | AID 1229;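 active = diaphorase activity raised at least twofold by the compound at 20 µM; inactive = activation factor below 2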
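System – purified diaphorase enzyme from Clostridium kluyveri · Input – enzyme 0.07 U/mL final · Also added – final NADH 0.114 mM, resazurin 0.1 mM · Measured by – fluorescence of resorufin, 544 nm excitation, 590 nm emission · Timing – 16 min enzyme reaction, ambient temperature · Measure – resorufin increase flagging diaphorase activators or reducers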
TNAP act hiacc: activators of human TNAP at high phosphate acceptor concentration; activation factor at 20 µM; 200,000 tested, under 10 active; purified TNAP, CDP-star luminescence, 1 M DEA, 30 min; stronger effect = higher value; 0 = EDTA background, 1 = DMSO-only activity;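 active = activation factor at least 2 at 20 µM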
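Dosing: 20 µM single point. System: human TNAP. Amount: TNAP 1/800 final. Incubation: 30 min, room temperature. Read-out: TNAP activation factor scaled between EDTA and DMSO control wells. Signal: luminescence from CDP-star hydrolysis. Medium: 1 M DEA, pH 9.8, Mg2+, Zn2+. Control set: EDTA negative control, DMSO positive control.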
bIAP inhibitor: intestinal alkaline phosphatase (bovine) inhibition | inhibition, % at 20 µM | purified bovine IAP, CDP-star luminescence, 30 min | 190,000 tested, under 10 active;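 active = over 50% inhibition of intestinal alkaline phosphatase at 20 µM in the single-dose screen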
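System: purified bovine intestinal alkaline phosphatase (IAP) enzyme; Input: IAP diluted 1/65,000,000 in the well; Measured by: CDP-star luminescence signal; Compound dosing: 20 µM single dose; Incubation: 30 min reaction at room temperature.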
PMI activator: phosphomannose isomerase (human) activation. P34949. purified human PMI, coupled resazurin fluorescence, 20 min; stronger effect = higher value; 1 = vehicle control, 0 substrate-free wells. 190,000 tested, 0.005% active. activation factor at 20 µM;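 active = activation factor of 2 or more at 20 µM, relative to plate controls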
L major viab: inhibitors of Leishmania major promastigote growth; Leishmania major promastigotes, resazurin fluorescence viability; inhibition, % at 10 µM; 200,000 tested, 9% active; AID 1063; in the data active = inhibition above about 50%;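 note: promastigotes grown with compound for 44 hours at 28 °C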
TNAP inh hiacc: inhibitors of human TNAP at high phosphate acceptor concentration. purified TNAP, CDP-star luminescence, 1 M DEA. inhibition, % at 20 µM. 200,000 tested, 0.03% active. AID 1135;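 active = over 50% inhibition of tissue-nonspecific alkaline phosphatase at 20 µM in the single-dose screen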;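 note: plate controls were DMSO wells for no effect and EDTA-quenched wells as full inhibition for full effect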
An asterisk follows results filed as active.

SMILES	PMI act satM6P	bIAP act	Diaphorase inh	TNAP inh noacc	Diaph act CS	TNAP act hiacc	bIAP inhibitor	PMI activator	L major viab	TNAP inh hiacc
CCSc1ccc2nnc(-c3ccc(F)cc3)n2n1	1	0.9	30	-8	0.7	1	8	1	6	3
CC(=O)Nc1ccc(NC(=O)C(C)OC(=O)C2(c3ccc(F)cc3)CCCC2)cc1 (stereo unspecified)	1	1.1	4	-11	1	1	-5	1	13	0
CC1(C)Cc2cccc(OCC(=O)Nc3cccnc3)c2O1	0.9	1	14	-6	0.9	1	1	0.9	1	-2
CCOC(=O)Cn1nnnc1CN(Cc1ccc(OC)cc1)Cc1cc2cc(C)ccc2[nH]c1=O	0.9	0.8	22	-6	0.8	1	17	1	0	-1
Cc1ccc(-c2nnn(CCC(=O)N3CCCCC3C)n2)cc1 (stereo unspecified)	1	1	8	-5	0.9	1	2	1	5	-1
COCCn1c(C)nc2oc3ccc(Br)cc3c(=O)c2c1=O	1.1	0.9	17	-6	0.8	1	6	1.1	4	-2
Fc1ccccc1-c1nc(NCCCN2CCOCC2)c2ccccc2n1	1	0.6	11	-8	0.9	1	39	1	43	0
COc1ccc(N2CCN(Cc3oc(CO)cc(=O)c3O)CC2)cc1	1	1.2	-4	-5	1	1	-20	1	1	-1
Cc1ccc(/C=C2\SC(=S)N(C(Cc3ccccc3)C(=O)O)C2=O)cc1 (stereo unspecified)	0.8	0.9	22	1	0.8	1	6	0.9	35	1
O=C(CCN1C(=O)COc2ccccc21)NCCN1CCN(c2cccc(Cl)c2)CC1	0.9	1	8	-5	0.9	1	-3	0.9	26	2
Cc1cccc(C)c1OCc1nnc(SCC(=O)Nc2nccs2)n1-c1ccccc1	0.9	0.9	8	-10	0.9	1	8	0.9	8	-4
O=C(Nc1ccc(Cc2ccncc2)cc1)C1CC1	0.9	0.9	17	-12	0.8	1	9	0.9	0	-4
O=C(NNS(=O)(=O)c1ccc(Cl)cc1)C1CCN(Cc2ccccc2)CC1	0.9	1.1	8	-5	0.9	1	-14	0.9	96*	-2
Cc1[nH]c(=S)[nH]c(=O)c1CCCO	0.9	1	16	-3	0.8	1	4	0.9	-6	1
O=C(NCc1ccco1)c1cnn2cccnc12	1	1.1	9	-6	0.9	1	-12	1	4	-1
Cn1nnnc1SCc1csc(C2C(C#N)=C(N)OC3=C2C(=O)CCC3)c1 (stereo unspecified)	0.9	1.1	6	-3	0.9	1	-7	1	2	0
CCO[C@H]1OC(C(=O)N2CCN(C)CC2)=C[C@@H](C)[C@@H]1CCCO	1	1	9	-5	0.9	1	-2	0.9	2	-3
CCN1CCCC1CNCc1cccc(OC)c1OCc1ccccc1F (stereo unspecified)	1.1	1	1	-10	1	1.1	-3	1.1	100*	-8
CCN(CC(=O)NC1CCS(=O)(=O)C1)S(=O)(=O)c1cccc(C(C)=O)c1 (stereo unspecified)	1.1	1.2	-2	-1	1	1	-16	1.1	6	2
COc1ccc(-c2nc(N)n[nH]2)cc1OC	1	1	9	-6	0.9	1.1	3	1	-1	-6
CC(C)(C)N(Cc1cc2ccccc2[nH]c1=O)C(=O)c1cccnc1	1	1	9	-9	0.9	1	0	1	-3	-4
Cc1ccc2nc(SCC(=O)O)nc(C)c2c1	1.4	1	-8	-9	1.1	1	-1	1.2	-9	-3
COc1ccccc1NC(=O)NCc1ccc2c(c1)OCO2	0.9	0.9	7	-12	0.9	1	12	0.9	-4	-1
CN(C)S(=O)(=O)c1ccc(Cl)c(C(=O)Nc2nc3ccccc3[nH]2)c1	1	1.4	0	-30	1	1	-38	1	-2	-5
Cc1nn(C)c(C)c1NS(=O)(=O)c1ccc(N2CCCC2=O)cc1	1	1	1	-8	1	1	-2	1	-4	-4

Some values from the entries so far:
Entry of CCO[C@H]1OC(C(=O)N2CCN(C)CC2)=C[C@@H](C)[C@@H]1CCCO under L major viab: 2
Entry of COc1ccccc1NC(=O)NCc1ccc2c(c1)OCO2 under Diaph act CS: 0.9
Entry of Cc1[nH]c(=S)[nH]c(=O)c1CCCO under bIAP act: 1
Entry of COc1ccc(-c2nc(N)n[nH]2)cc1OC under bIAP act: 1

(further entries)
SMILES	PMI act satM6P	bIAP act	Diaphorase inh	TNAP inh noacc	Diaph act CS	TNAP act hiacc	bIAP inhibitor	PMI activator	L major viab	TNAP inh hiacc
Cc1ccc(NC(=O)CNC(=O)OCc2ccccc2)cc1C	1	0.9	-1	-2	1	1	10	0.9	0	1
Cc1cccc(C(=O)N2CCc3cc(-c4nc(NC(=O)Cn5nnc6ccccc6c5=O)sc4C)ccc32)c1	0.9	0.9	-1	-17	1	1	9	1	8	4
CSc1nc2c(c(C(F)(F)F)n1)CC(C)CC2 (stereo unspecified)	1.1	1	4	-9	1	1	2	1.1	-8	-1
C=CC[n+]1c(C)csc1Nc1cccc(Br)c1	1	0.8	9	-7	0.9	1	15	1.1	5	-3
Cc1ccc(S(=O)(=O)N2CCCCC2)cc1NC(=O)Cn1ccsc1=N	1.2	0.9	-13	-2	1.1	1	13	1.2	0	-1
Cc1ccc(C(=O)OCC(=O)Nc2cccc(S(=O)(=O)NC3=NCCCCC3)c2)c(C)c1	1	1	22	-7	0.8	1	-1	1	2	-3
Cc1[nH]n(-c2ccccc2)c(=O)c1N=Nc1cccc(S(=O)(=O)N2CCOCC2)c1	0.9	0.9	32	-1	0.7	0.9	8	0.8	50	13
COC(=O)c1cccc(Nc2cc(C)nc(-c3ccccc3O)n2)c1	1	0.9	17	-1	0.8	1	11	0.9	67*	0
CCOC(=O)c1cnc2ccc(C(=O)OC)cc2c1Nc1cccc(C(=O)O)c1	1.1	0.9	3	-10	1	1	6	1.1	8	-5
COc1ccc(-c2nnc(SCC(=O)N3CCc4ccccc4C3)o2)cc1	0.9	1	28	-3	0.7	1	1	0.8	-4	-2
CCOC(=O)COc1cccc2c(=O)n(CC(=O)NCCc3ccccc3)ccc12	1	0.8	11	-11	0.9	1	24	1	-8	-2
CCCCNC(=O)c1ccccc1NC(=O)CN(c1ccccc1)S(=O)(=O)N(C)C	0.9	0.6	23	-12	0.8	1.1	39	0.9	65*	-6
CC1CCCCN1S(=O)(=O)c1ccc2c(c1)CCN2C(=O)CCC(=O)O (stereo unspecified)	0.9	0.9	18	-7	0.8	1	5	0.9	-4	-2
CCN(CC)CCNC(=O)c1c(O)c2cc(OC)c(OC)cc2[nH]c1=O	1.1	1	-11	-5	1.1	1	4	1.1	79*	2
CCOc1ccc(N2C(=O)CC(NCCNc3ccc(C(=O)c4cccs4)cc3)C2=O)cc1 (stereo unspecified)	0.9	1.1	10	-13	0.9	1	-13	1	0	-3
O=C(NCc1ccco1)/C(=C\c1ccco1)NC(=O)c1ccc(Br)o1	0.9	0.9	22	-6	0.8	1	8	1	2	-1
O=C(Cc1nc2ccccc2[nH]1)NCc1ccco1	0.8	0.9	19	-10	0.8	1.1	8	0.9	6	-7
Nc1nc(CSc2n[nH]c(-c3ccccc3)n2)nc(Nc2ccccc2)n1	0.8	1	21	90*	0.8	1	3	0.8	22	3
COc1ccc(NC(=O)C(CC(C)C)NC(=O)C2CCCCC2)c(OC)c1 (stereo unspecified)	1.8	1.1	-3	-3	1	1	-8	1.6	24	5
O=C(N1CCN(Cc2ccccc2)CC1)C12CC3CC(CC(C3)C1)C2	0.9	1	9	6	0.9	1	-3	0.9	-1	-4
COc1ccc(CCNC(=O)COC(=O)CCC(=O)c2ccc(F)cc2)cc1	1	1	-1	2	1	1	1	1	1	0
N#CC(Nc1ccccc1)c1ccccc1OCc1ccccc1 (stereo unspecified)	0.9	0.8	19	-2	0.8	1	16	0.8	11	0
Cc1cc(-c2c(C)[nH]n(-c3ccccc3)c2=O)n[nH]1	1	1.1	38	11	0.6	1	-11	0.9	1	-5
O=C(NCc1ccccc1)C1=C[C@@H](C2CC2)C[C@@H](OCCCCO)O1	1	1.1	0	-7	1	1	-7	1	-8	-3
CCOc1cc(NS(=O)(=O)c2ccccc2)c(OCC)cc1NC(=O)c1ccco1	0.8	1	48	-6	0.5	1	0	0.7	3	-1
(more compounds)
SMILES	PMI act satM6P	bIAP act	Diaphorase inh	TNAP inh noacc	Diaph act CS	TNAP act hiacc	bIAP inhibitor	PMI activator	L major viab	TNAP inh hiacc
O=[N+]([O-])c1cccc(Cl)c1NCCNS(=O)(=O)c1ccc(Cl)cc1	1	1	16	-3	0.8	1	3	0.9	3	4
CCOc1cc2nc(-c3ccc(OC)c(OC)c3)nc(NCCCN3CCOCC3)c2cc1OC	1	1	-24	-22	1.2	1.1	-3	1	54*	-6
Cc1nn(-c2ccccc2)c(OC(=O)c2cccs2)c1S(=O)(=O)c1ccc([N+](=O)[O-])cc1	1	0.9	17	-2	0.8	1	12	0.9	-7	2
Cc1ccc(-c2nnc(Nc3ccc4c(c3)OCO4)c3ccccc23)cc1S(=O)(=O)NC(C)C	0.9	0.9	18	-20	0.8	1	12	0.8	91*	-3
O=C(CCCCCCCCC(=O)N/N=C/c1ccco1)N/N=C/c1ccco1	1	1	19	-9	0.8	1.1	4	1	1	-7
Cc1cccc(-c2nc(CS(=O)CC(=O)N3CCc4ccccc4C3)c(C)o2)c1 (stereo unspecified)	0.9	1	17	-15	0.8	1	-2	1	-5	-5
Cc1cc(C)cc(-n2c(=O)c3sccc3n(CC(=O)NCc3ccco3)c2=O)c1	1.1	0.9	2	-9	1	1	6	1	-6	-3
CN1CCN(C(=S)c2ccc([N+](=O)[O-])cc2)CC1	1	1	2	-7	1	1	-1	0.8	66*	3
CC(C)(Oc1ccc(Br)cc1)C(=O)N1CCc2ccccc21	1	0.9	9	-6	0.9	1	12	0.9	1	0
[O-]/C(=C(\C(=S)NCc1ccc2c(c1)OCO2)[n+]1ccccc1)c1ccc(Cl)s1	0.9	1	0	-8	1	1	-3	0.9	8	0
COc1ccc(S(=O)(=O)NC(C)C(=O)O)cc1 (stereo unspecified)	1	0.9	6	-16	0.9	1	5	1	-2	-2

Record cards, from the list above. Order of values: PMI act satM6P, bIAP act, Diaphorase inh, TNAP inh noacc, Diaph act CS, TNAP act hiacc, bIAP inhibitor, PMI activator, L major viab, TNAP inh hiacc
[O-]/C(=C(\C(=S)NCc1ccc2c(c1)OCO2)[n+]1ccccc1)c1ccc(Cl)s1 as listed: 0.9, 1, 0, -8, 1, 1, -3, 0.9, 8, 0
CCOc1cc2nc(-c3ccc(OC)c(OC)c3)nc(NCCCN3CCOCC3)c2cc1OC as listed: 1, 1, -24, -22, 1.2, 1.1, -3, 1, 54*, -6
Cc1nn(-c2ccccc2)c(OC(=O)c2cccs2)c1S(=O)(=O)c1ccc([N+](=O)[O-])cc1 as listed: 1, 0.9, 17, -2, 0.8, 1, 12, 0.9, -7, 2
O=[N+]([O-])c1cccc(Cl)c1NCCNS(=O)(=O)c1ccc(Cl)cc1 as listed: 1, 1, 16, -3, 0.8, 1, 3, 0.9, 3, 4
